CASP6 VEID inh = inhibitors of human caspase-6; inhibition, % at 12.5 µM; purified caspase-6, Z-VEID-R110 cleavage fluorescence; AID 686996; actives 0.53% (n = 350,000);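 active = mean inhibition across replicates at least about 35%, with every replicate also reaching that limit, limit read from the data; inconclusive = only one of the two criteria met; inactive = neither criterion met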;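 note: 0% = median of neutral control wells and 100% = no fluorescence left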
Target sequence (P55212 24-179 limits assumed): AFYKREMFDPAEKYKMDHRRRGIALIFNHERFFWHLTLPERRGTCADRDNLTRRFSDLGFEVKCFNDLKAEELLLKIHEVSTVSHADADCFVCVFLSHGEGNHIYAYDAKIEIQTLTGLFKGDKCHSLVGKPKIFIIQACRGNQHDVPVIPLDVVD
Target sequence (P55212 194-293 limits assumed): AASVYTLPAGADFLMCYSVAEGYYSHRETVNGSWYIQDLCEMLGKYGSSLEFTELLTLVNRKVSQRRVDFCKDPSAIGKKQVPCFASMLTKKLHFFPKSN
LGR2 antag = inhibitors of bursicon-induced Drosophila LGR2 receptor cAMP signaling | inhibition, % at 9.99 µM | actives 0.35% (n = 380,000) | AID 720647 | HEK293 LGR2, CRE-luciferase, bursicon-stimulated, 4 h;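 active = drop in luminescence signal, shown as inhibition above about 50% in the replicate tests, limit read from the data, passing the limit was not always enough; inconclusive = probably only some replicates passing the limit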;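 note: agonist challenge used bursicon conditioned medium at about half maximal strength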
miR-122 sensor = miR-122 inhibition in Huh7 cells | Huh7 miR-122 Renilla luciferase sensor, 48 h; neutral wells = 0, positive control = 100 | activation (reporter increase), % at 12.5 µM | actives 0.3% (n = 340,000);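 active = mean replicate activation score at least 90 and every replicate individually at or above 90; inconclusive = only one of the two criteria met; inactive = neither criterion met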;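 note: higher luciferase means less miR-122 activity so hits act as miR-122 inhibitors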
FN deposition inh = fibronectin deposition inhibition | AH1F fibroblasts, Alexa488-fibronectin deposition fluorescence, overnight | inhibition, % at 12.6 µM | actives 0.086% (n = 350,000) | AID 743247;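 active = mean inhibition across replicates of 30% or more, regardless of how many single replicates reach that level; inconclusive = mean under 30% yet at least half of replicates reach 30%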;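 note: positive control wells lacked labelled fibronectin entirely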
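Assay system: AH1F fibroblasts assembling fluorescent fibronectin matrix; Amount: 10000 AH1F cells per well; Buffer or medium: DMEM, 2% serum; Probe or stimulus: Alexa488-fibronectin, 24 nM final in well; Doses: single compound dose, delivered by pin transfer; Incubation: 1 h adhesion, overnight exposure; Measured by: fluorescence 485/525 nm; Read-out: fibronectin deposition inhibition.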
Cneo AK release = Cryptococcus neoformans lysis via adenylate kinase release. C. neoformans lysis, adenylate kinase release luminescence, 4 h; normalised: neutral wells 0, clomiphene wells 100. lysis activity, % at 15 µM. actives 0.2% (n = 360,000);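 active = mean lysis activity across replicates of at least 80%, whatever share of replicates individually reach that level; inactive = mean lysis activity below 80%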
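Test system: log-phase Cryptococcus neoformans yeast cells; Quantity: yeast cell density of 5 × 10^6 cells/mL; Buffer or medium: YPD; Doses: single compound concentration per well; Timing: 4 h at 37 °C static, read 1 h later; Measured by: AK luminescence; Read-out basis: lysis from increased AK signal; Control set: Clomiphene as positive control.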
PGC1a acetyl inh = lowers PGC1a acetylation signal in U2OS cells; AlphaScreen anti-acetyl-lysine; with virally co-expressed GCN5 acetyltransferase; inhibition, % at 15.6 µM; actives 0.17% (n = 350,000); AID 651687;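 active = every replicate shows inhibition of at least 40%; inconclusive = mean inhibition at least 40% but some replicate below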;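 note: 0% = neutral control wells and 100% = positive control wells; some results beyond the cut were filed as inactive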
EWS-Fli block = EWS/Fli transcriptional activity inhibition. actives 0.67% (n = 350,000). AID 651661. inhibition, % at 12.6 µM. A673 NR0B1-luciferase reporter, viability-normalised;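 active = mean inhibition of at least 50% after viability correction, with every replicate also passing that limit; inconclusive = mean reaches 50% but only one of two replicates passes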;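 note: firefly luciferase signal divided by Alamar Blue viability fluorescence both relative to DMSO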
PAX8 inh HTS = PAX8 transcriptional activity inhibition | RMG-I TPO-luciferase reporter, SteadyGlo, 24 h | inhibition, % at 12.6 µM | actives 1.2% (n = 360,000) | AID 652154;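 active = mean replicate inhibition at least 60% with every replicate also reaching 60%; inconclusive = only one of the two criteria is met; inactive = mean below 60% and not all replicates reaching 60%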;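 note: luciferase light reporting Pax8 driven TPO promoter activity; plate controls were median of neutral control wells for no effect and mitoxantrone controls for full effect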
Active calls of the source: *; u = inconclusive; x = not tested or not shown; [ ] = another dose, or the depositor's remark.

SMILES	CASP6 VEID inh	LGR2 antag	miR-122 sensor	FN deposition inh	Cneo AK release	PGC1a acetyl inh	EWS-Fli block	PAX8 inh HTS
CCOC(=O)c1cc(S(=O)(=O)N2CCCC2)cn1C	-2	10	2	3	0	-3	-4	-19
Cc1ccc(C)c(NC(=O)C2CCCN(S(=O)(=O)c3c(C)nn(C)c3C)C2)c1 (configuration not stated)	0	-1	-7	2	-1	x	2	-3
C[C@H](O)C#Cc1cnc2c(c1)C(=O)N([C@@H](C)CO)C[C@H](C)[C@@H](CN(C)C(=O)Nc1ccc(C(F)(F)F)cc1)O2	-4	-4	x	-20	5	4	1	25
O=C(C[C@H]1CC[C@@H]2[C@H](COC[C@@H](O)CN2C(=O)Nc2ccccc2)O1)NCc1ccccc1F	-3	-5	-3[16.7 µM]	3	-2	-14	-3	-5
C=CCN1C(=O)CSc2ccc(C(=O)NCc3cccs3)cc21	1	-14	-1	x	-2	-6	9	2
CCCC#Cc1ccc2c(c1)O[C@@H](CN(C)C(=O)c1cccnc1)[C@H](C)CN([C@@H](C)CO)S2(=O)=O	1	-2	17[16.7 µM]	-3	1	1	17	x
O=C(COC(=O)CCC(=O)c1ccc(F)cc1)Nc1ccc2[nH]c(=O)[nH]c2c1	-1	8	-4	4	-2	6	0	-4
O=C(NCC(=O)N1CCc2ccccc2C1)c1ccccc1Cl	-3	-2	-2	1	0	-2	-31	30
COc1ccccc1NC(=O)N(C)C[C@H]1OCc2ccccc2-c2ccccc2C(=O)N([C@@H](C)CO)C[C@H]1C	-4	3	x	4	0	-6	3	-7
CC1/C(=C\c2ccc(Cl)cc2)C(=O)C2CC1C2(C)C (configuration not stated)	x	x	-3	-15	-2	11	x	x

Reprinted at random: 5 entries already listed, in no set order.
SMILES	CASP6 VEID inh	LGR2 antag	miR-122 sensor	FN deposition inh	Cneo AK release	PGC1a acetyl inh	EWS-Fli block	PAX8 inh HTS
O=C(NCC(=O)N1CCc2ccccc2C1)c1ccccc1Cl	-3	-2	-2	1	0	-2	-31	30
CC1/C(=C\c2ccc(Cl)cc2)C(=O)C2CC1C2(C)C (configuration not stated)	x	x	-3	-15	-2	11	x	x
Cc1ccc(C)c(NC(=O)C2CCCN(S(=O)(=O)c3c(C)nn(C)c3C)C2)c1 (configuration not stated)	0	-1	-7	2	-1	x	2	-3
CCCC#Cc1ccc2c(c1)O[C@@H](CN(C)C(=O)c1cccnc1)[C@H](C)CN([C@@H](C)CO)S2(=O)=O	1	-2	17[16.7 µM]	-3	1	1	17	x
O=C(COC(=O)CCC(=O)c1ccc(F)cc1)Nc1ccc2[nH]c(=O)[nH]c2c1	-1	8	-4	4	-2	6	0	-4

Next section
SMILES	CASP6 VEID inh	LGR2 antag	miR-122 sensor	FN deposition inh	Cneo AK release	PGC1a acetyl inh	EWS-Fli block	PAX8 inh HTS
Cc1ccccc1-n1c(-c2cccnc2)n[nH]c1=S	-2	-8	-1	x	10	6	3	x
COc1ccccc1NC(=O)CC(=O)c1cccc([N+](=O)[O-])c1	0	-1	1	0	0	8	-3	27
O=C(CCCN1C(=O)S/C(=C/C=C/c2ccccc2)C1=O)Nc1ccc(C(=O)O)cc1	16	-10	x	x	-1	x	x	-19
CC(Oc1ccc(Br)cc1)c1nc2c3ccccc3nc(=S)n2[nH]1 (configuration not stated)	-3	-2	x	-2	x	3	5	-17
CNC[C@H]1OCCCC[C@H](C)Oc2ccc(NC(=O)Nc3ccccc3)cc2C(=O)N([C@H](C)CO)C[C@@H]1C	-3	-2	7[16.7 µM]	x	2	-8	-13	-9
O=C1[C@H]2CC3CCC2(O3)[C@@H]2OCCCN12 (some centres not stated)	x	-3	-1	0	4	3	0	11
C/C(=C\c1ccccc1)CN1CCN(C)CC1	-2	2	1	-1	-1	11	14	5
C[C@H]1COC(=O)[C@@H](CC(=O)OC(C)(C)C)C/C=C\C[C@H](CC(=O)NCCO)C(=O)N1	3	-17	x	-11	-4	x	2	-28
Cc1cc2nnc(SCC(=O)N3CCCCC3)n2c(N)n1	-5	0	x	1	x	-6	-14	-1
Cc1ccc(-c2ccc(=O)n(Cc3cc(C)ccc3C)n2)cc1	1	2	x	3	0	-6	19	18

Sorted by value in PGC1a acetyl inh (falling): 4 from the list above
| mol | CASP6 VEID inh | LGR2 antag | miR-122 sensor | PGC1a acetyl inh |
| --- | --- | --- | --- | --- |
| C/C(=C\c1ccccc1)CN1CCN(C)CC1 | -2 | 2 | 1 | 11 |
| Cc1ccccc1-n1c(-c2cccnc2)n[nH]c1=S | -2 | -8 | -1 | 6 |
| Cc1cc2nnc(SCC(=O)N3CCCCC3)n2c(N)n1 | -5 | 0 | x | -6 |
| CNC[C@H]1OCCCC[C@H](C)Oc2ccc(NC(=O)Nc3ccccc3)cc2C(=O)N([C@H](C)CO)C[C@@H]1C | -3 | -2 | 7[16.7 µM] | -8 |

The listing continues.
SMILES	CASP6 VEID inh	LGR2 antag	miR-122 sensor	FN deposition inh	Cneo AK release	PGC1a acetyl inh	EWS-Fli block	PAX8 inh HTS
CN(C)CCNC(=O)c1cccc2c(-c3ccc(F)c(F)c3)coc12	-8	0	4	2	1	-78	-31	11
COc1ccc(N(CC(=O)Nc2ccccc2Cl)S(=O)(=O)c2ccc(C)cc2)cc1OC	-2	5	-1	-2	2	u	20	3
CN(CCCn1ccc(N)nc1=O)Cc1ccco1	-4	9	0	4	-1	10	-1	-17
CCOC(=O)C1CCN(C(=O)c2ccc(CNS(=O)(=O)c3ccc(OC)cc3)cc2)CC1	x	17	x	1	x	x	2	7
COc1ccc(NC(=O)C2Cc3c(-c4ccc(Cl)cc4)ccnc3O2)cc1 (configuration not stated)	1	13	-4	0	15	-10	-2	13
CCSc1nc(C)cc(C)c1S(=O)(=O)c1ccccc1C	x	-1	2	x	3	40	x	x
O=C(NC(Cc1ccccc1)C(=O)O)/C(=C/c1cccc([N+](=O)[O-])c1)NC(=O)c1ccco1 (configuration not stated)	4	-4	-2	-8	-3	x	0	-1
O=C(CSc1ncn[nH]1)c1ccccc1	x	x	-11	-3	2	-5	x	-8
O=C(O)c1cc(-c2ccc(/C=N/N3C(=O)C4C5C=CC(C6CC56)C4C3=O)o2)ccc1Cl (configuration not stated)	23	39	x	x	x	1	18	-4
C[C@H](CO)N1C[C@H](C)[C@@H](CN(C)S(=O)(=O)c2ccc(Cl)cc2)OCCCC[C@H](C)Oc2ccc(NS(=O)(=O)c3ccc(Cl)cc3)cc2C1=O	x	6	-9[16.7 µM]	-4	-4	-2	13	87*
O=C(N1CCCC1)C12CC3CC(C1)CC(C(=O)N1CCCC1)(C3)C2	-3	-6	x	-7	-4	x	0	-20
CC1(C(=O)Nc2ccc3c(c2)OCCO3)CCN1C(=O)c1ccccc1CCc1ccccc1 (configuration not stated)	2	11	-5	-5	-1	x	19	1
O=c1c([N+](=O)[O-])c(N2CCOCC2)c2ccccc2n1-c1ccccc1	0	-4	x	-10	x	x	9	7
COc1ccc(C(C)=O)cc1CSc1ccc(S(=O)(=O)N2CCOCC2)cn1	-3	-5	x	-9	-1	x	-22	11
C=CCOc1cccc(C2C(C(=O)c3ccc(C)o3)=C(O)C(=O)N2CCN2CCOCC2)c1 (configuration not stated)	4	-27	2	x	3	1	6	-3
CCCC(=O)Nc1ccc2c(c1)C(=O)N(C)C[C@@H](OC)[C@@H](C)CN(Cc1ccc(F)cc1)[C@H](C)CO2	x	6	4[16.7 µM]	-12	x	-34	9	x
CC(C)[C@H](NC(=O)OC(C)(C)C)C(=O)N1CCC(C(=O)N[C@@H](C)C(=O)Nc2ccc(F)cc2)CC1	-1	-5	-12	-4	3	7	-1	-7
COc1ccc(OC)c(S(=O)(=O)NNC(=S)Nc2ccc3c(c2)OCO3)c1	2	4	x	-1	3	x	-16	-7
N#CCCN(CCC#N)c1nnc(-c2ccccc2)s1	-1	6	-3	x	1	5	-7	x
O=C(CCCN1C(=O)c2ccccc2C1=O)NCCC1=CCCCC1	-1	6	0	x	x	8	-2	x
O=C(C[C@@H]1CC[C@H]2[C@@H](COC[C@@H](O)CN2CCC(F)(F)F)O1)NCC1CCCCC1	x	16	3[16.7 µM]	-17	1	-12	-9	6
Cc1noc(C)c1CSCC(=O)Nc1nc2ccc(F)cc2s1	4	0	x	3	-6	x	-2	8
Fc1ccc(-n2c(-c3ccc4ccccc4n3)n[nH]c2=S)cc1	-1	15	x	20	x	x	16	1
O=C(NNC1=Nc2ccccc2SC1)c1ccccc1F	2	-23	x	-5	x	13	-10	-8
Clc1ccccc1-c1ccc2nccn2c1	-1	-11	-1	0	5	x	-2	-13
C[C@H](CO)NC(=O)c1nc[nH]c1C(=O)N[C@@H](C)c1ccccc1	0	5	-1	x	11	3	-11	3
O=C(CN1C(=O)NC2(CCCCCC2)C1=O)NC1CCCCCCC1	-3	13	x	3	x	x	6	-26
Cc1ccc(C(=O)NCC(=O)OCC(=O)c2ccc(Br)s2)cc1	5	1	7	10	2	x	-2	-7
O=C(NCC1CC1)c1ccc2c(c1)S(=O)(=O)c1cc(Cl)ccc1C2=O	1	-59	1	1	3	-1	5	-10
Cc1ccc(N2C(N)=C(C#N)C(c3cc(CN4CCOCC4)cs3)C3=C2CC(C)(C)CC3=O)cc1 (configuration not stated)	0	-24	1	4	-2	14	7	-14
CCc1cc(OCCCCNCc2ccccc2)ccc1Cl	x	-1	7	5	2	x	x	27
C/C(=N\NC(=O)c1cccc2ccccc12)c1ccccn1	10	9	28	0	-2	5	-32	65*
COc1ccccc1OCc1nc(C#N)c(NCCCn2ccnc2)o1	-17	8	0	8	-4	1	8	-13
COc1cc(OC)cc(C(=O)Nc2ccc(C(=O)c3ccncc3)cc2)c1	-3	-13	-1	-5	-1	x	x	4
Cc1cccc(C(=O)Oc2ccccc2/C=N/NC(=O)c2ccc(NC(=O)C(C)(C)C)cc2)c1	-1	5	1	9	x	x	4	6
CCn1nnnc1SCC(=O)N1CCN(Cc2ccc3c(c2)OCCO3)CC1	1	4	x	6	x	2	3	17
CCOC(=O)C1CCCNC1=O (configuration not stated)	-3	-8	x	-2	x	1	5	-7
Clc1ccc2c(c1)C(N1CCNCC1)=Nc1ccccc1O2	-3	x	-4	-5	-1	-9	-15	0
Cc1cccc(-n2c(N)cc(=O)[nH]c2=S)c1C	x	-9	-4	x	6	-12	x	x
CC(C)Oc1ccc(C(=O)Nc2ccc(N(C)C)cc2)cc1	2	7	x	x	x	7	9	x
COc1cccc(OC)c1C(=O)Nc1cccc(-c2nc3ccccc3[nH]2)c1	2	-32	x	6	x	x	-21	-59
O=C(Nc1ccc(OC(F)(F)F)cc1)C1CCCCN1S(=O)(=O)c1ccccc1 (configuration not stated)	-1	10	0	-3	3	4	3	7
COc1cc(OC)cc(C(=O)NC(=S)N2CCCCC2c2cccnc2)c1 (configuration not stated)	2	x	0	x	0	-8	18	x

3 entries out of the list, ordered by count of non-hydrogen atoms, low to high:
SMILES	CASP6 VEID inh	LGR2 antag	miR-122 sensor	FN deposition inh	Cneo AK release	PGC1a acetyl inh	EWS-Fli block	PAX8 inh HTS
Clc1ccccc1-c1ccc2nccn2c1	-1	-11	-1	0	5	x	-2	-13
Cc1ccc(C(=O)NCC(=O)OCC(=O)c2ccc(Br)s2)cc1	5	1	7	10	2	x	-2	-7
COc1cc(OC)cc(C(=O)NC(=S)N2CCCCC2c2cccnc2)c1 (configuration not stated)	2	x	0	x	0	-8	18	x

Screening results (PubChem)
